Screening data from PubChem BioAssay.
PMI act = activators of human PMI, primary screen, biochemical, fluorescence intensity, near-Km mannose 6-phosphate; 190,000 compounds, 0.005% hits; activation factor at 20 µM; AID 1214, 2008; Mannose-6-phosphate isomerase (Homo sapiens), P34949; purified human PMI, coupled resazurin fluorescence, 20 min; hits give high values; 1 = vehicle control, 0 substrate-free wells;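 active = activation factor of 2 or more at 20 µM, relative to plate controls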
Target sequence (P34949 whole entry, looked up): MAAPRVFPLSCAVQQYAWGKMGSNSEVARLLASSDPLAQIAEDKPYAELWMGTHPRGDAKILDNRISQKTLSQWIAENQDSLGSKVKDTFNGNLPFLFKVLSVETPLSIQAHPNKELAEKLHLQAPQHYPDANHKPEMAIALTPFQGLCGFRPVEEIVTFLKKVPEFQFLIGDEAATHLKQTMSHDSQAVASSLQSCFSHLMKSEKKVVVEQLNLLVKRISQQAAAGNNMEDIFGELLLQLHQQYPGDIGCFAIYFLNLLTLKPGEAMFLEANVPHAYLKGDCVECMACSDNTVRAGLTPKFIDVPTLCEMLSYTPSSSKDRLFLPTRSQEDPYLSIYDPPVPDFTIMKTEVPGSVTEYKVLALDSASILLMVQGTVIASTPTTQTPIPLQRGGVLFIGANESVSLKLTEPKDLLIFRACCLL
NF-kB expr up = activators of NF-kB expression in neurons, primary screen, cell-based, HTS | human neuronal cells, NF-kB reporter expression; hits give high values | fold change at 12.5 µM | 190,000 compounds, 1.6% hits; in the data active = fold change above about 3.3
PMI act satM6P = human PMI activators, high substrate, primary screen, biochemical, fluorescence intensity, near-saturating mannose 6-phosphate; coupled PMI enzyme assay, resazurin fluorescence, 20 min; hits give high values; 1 = untreated enzyme, 0 = substrate-free blank; activation factor at 20 µM; 190,000 compounds, 0.34% hits; AID 1216, 2008;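 active = activation factor of 2 or more at 20 µM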
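Test system: human phosphomannose isomerase with PGI, G6PDH, diaphorase coupling enzymes; Amount: PMI at 15 ng/mL final; Reagent: Mannose-6-phosphate 1.0 mM (near-saturating) plus 0.22 mM NADP+; Timing: 20 min, room temperature; Technique: resorufin fluorescence at Ex 544/Em 590 nm; Dosing: 20 µM single dose.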
TNAP inh hi DEA = human TNAP enzyme inhibitors, primary screen, biochemical, luminescent, high phosphate acceptor level, uHTS. Alkaline phosphatase, tissue-nonspecific isozyme (Homo sapiens), P05186. purified TNAP, CDP-star luminescence, 1 M DEA. inhibition, % at 20 µM. 200,000 compounds, 0.03% hits;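 active = over 50% inhibition of tissue-nonspecific alkaline phosphatase at 20 µM in the single-dose screen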;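 note: plate controls were DMSO wells for no effect and EDTA-quenched wells as full inhibition for full effect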
APP 5'UTR act = activators of APP 5'UTR luciferase reporter, primary screen, SH-SY5Y cells; SH-SY5Y APP 5'UTR luciferase reporter, luminescence; zero percent = DMSO vehicle wells; activation, % at 2 µM; 190,000 compounds, 1% hits; AID 1276, 2008;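 active = activation above a set limit, based on mean plus 3 SD of controls, cut at about 140% in these data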; note: values of inactives mirror those of a sister screen read the other way
TNAP act hiacc = TNAP activators at high phosphate acceptor level, primary screen, biochemical, luminescence, uHTS | AID 1136, 2008 | Alkaline phosphatase, tissue-nonspecific isozyme (Homo sapiens), P05186 | 200,000 tested, under 10 active | activation factor at 20 µM | purified TNAP, CDP-star luminescence, 1 M DEA, 30 min; hits give high values; 0 = EDTA background, 1 = DMSO-only activity;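 active = activation factor at least 2 at 20 µM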
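Assay system: human TNAP; Input: enzyme diluted 1/800 final; Reagent: CDP-star luminogenic substrate at 100 µM final; Timing: 30 min, room temperature; Signal: luminescence; Evaluation: TNAP activation factor scaled between EDTA and DMSO control wells.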
FLuc inhib CS = firefly luciferase enzyme inhibitors, primary screen, artefact control for luciferase-based inhibitor screens, biochemical, luminescence, ATPLite; inhibition, % at 10 µM; 10 min; 200,000 compounds, 1.5% hits; Luciferin 4-monooxygenase (Photinus pyralis), P08659;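 active = inhibition above about 50% when tested at 10 µM, limit read from the data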
Target sequence (P08659 whole entry, looked up): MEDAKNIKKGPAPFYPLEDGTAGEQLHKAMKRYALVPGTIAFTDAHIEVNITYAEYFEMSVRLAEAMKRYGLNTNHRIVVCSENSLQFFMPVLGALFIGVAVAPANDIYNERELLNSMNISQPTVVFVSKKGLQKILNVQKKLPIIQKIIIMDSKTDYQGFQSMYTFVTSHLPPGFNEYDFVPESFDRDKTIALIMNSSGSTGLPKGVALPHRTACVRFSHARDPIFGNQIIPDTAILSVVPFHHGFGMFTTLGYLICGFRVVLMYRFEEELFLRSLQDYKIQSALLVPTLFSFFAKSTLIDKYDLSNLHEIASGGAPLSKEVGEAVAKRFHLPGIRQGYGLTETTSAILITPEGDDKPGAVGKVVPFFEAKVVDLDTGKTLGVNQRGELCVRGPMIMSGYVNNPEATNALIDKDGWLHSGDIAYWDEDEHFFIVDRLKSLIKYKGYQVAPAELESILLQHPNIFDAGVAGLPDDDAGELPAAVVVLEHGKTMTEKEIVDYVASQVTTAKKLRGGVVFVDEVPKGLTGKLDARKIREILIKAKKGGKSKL
bIAP activator = bovine intestinal alkaline phosphatase activators, primary screen, biochemical, bovine IAP, CDP-star luminescence. alkaline phosphatase, intestinal [Bos taurus]. purified bovine IAP, 30 min; hits give high values; fold of DMSO-control signal, blank-subtracted. activation factor at 20 µM. 200,000 compounds, 0.17% hits. AID 1016, 2008;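 active = activation factor of 2 or more at 20 µM, a signal rise over negative controls twice the positive control's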
FLuc stim CS = FLuc activators, initial screening, artefact control for FLuc-dependent activation tests, biochemical, ATPlite luminescence. ATPlite luciferase biochemical, 10 min; 0 = ATP-free wells, 1 = DMSO control. activation factor at 10 µM. 200,000 tested, under 10 active. AID 1027, 2008;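 active = luciferase activation factor, scaled between plate controls, of at least 2 with compound at 10 µM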
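System: cell-free luciferase reagent; medium: PBS as buffer for the ATP substrate; doses: test compounds dosed from 2 mM stocks in 100% DMSO; incubation: 10 min, room temperature; measured by: luminescence from luciferase reaction; read-out: luciferase activation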
TNAP inh noacc = human TNAP enzyme inhibitors, primary screen, biochemical, luminescent, no phosphate acceptor, uHTS; purified TNAP, CDP-star luminescence, 30 min; inhibition, % at 20 µM; 200,000 compounds, 0.26% hits; AID 1012, 2008;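 active = tissue-nonspecific alkaline phosphatase inhibition above about 50% at 20 µM in the single-dose screen, limit read from the data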;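 note: 0% = DMSO negative control and 100% = EDTA positive control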
* marks the source's active call; other numbers are inactive results; x = no result given.

Every second line gives: PMI act	NF-kB expr up	PMI act satM6P	TNAP inh hi DEA	APP 5'UTR act	TNAP act hiacc	FLuc inhib CS	bIAP activator	FLuc stim CS	TNAP inh noacc
COc1cc(NC(=O)Cn2c(-c3cncs3)nc3ccccc32)cc(OC)c1OC
  0.8	1.2	0.8	-4	6	1	-2	1.1	1	-9
CCCCOc1ccc(-c2cnc3ccccc3n2)cc1
  0.8	3.6*	0.9	-2	x	1	47	1	0.5	-23
COC(=O)c1ccc(NC(=O)C(=O)N2CCN(C(=S)Nc3cccc(C)c3C)CC2)cc1
  0.8	1.1	0.9	3	-13	1	-3	0.9	1	-9
Cc1ccc(-n2c(=O)[nH]c3c(C(N)=O)nc(-c4ccc(C)o4)nc32)cc1
  1.1	0.9	1.1	-5	-19	1	-3	1.2	1	-173
CCCc1nnc2n1N=C(c1ccc(OC)c(OC)c1)CS2
  1	0.66	1.1	-8	16	1.1	-5	0.9	1	-16
CCOc1cc2[nH]c(=S)n(CCC(=O)NCc3ccc(OC)cc3)c(=O)c2cc1OCC
  0.9	1.1	0.9	-5	-12	1	-6	1	1.1	-17
Cc1ccc(S(=O)(=O)N2CCN(C(=O)CN3CCOCC3)C2C(C)C)cc1 (configuration not stated)
  1	1.1	1.1	-6	6	1.1	-5	1.1	1.1	-13
Nc1cc(=O)[nH]c(=O)n1Cc1ccco1
  1	1.2	1	-4	-6	1	-2	0.8	1	-9
CC(C)(C)n1ncc2c(=O)n(CC(=O)NCc3ccco3)cnc21
  1.3	1.9	1.2	-2	70	1	4	0.9	1	-7
COCCN(C(=S)Nc1ccc(C(C)C)cc1)C(C)c1cccs1 (configuration not stated)
  1	1.2	1	-3	-13	1	-3	1.1	1	-6
Cc1cc(=O)n2[nH]c(-c3ccc(Cl)cc3)cc2n1
  0.8	2.7	0.8	-6	24	1.1	32	1.1	0.7	13
Cc1ccc(-c2cc(-c3ccccc3)c(C#N)c(N)n2)o1
  1.1	0.88	1.6	-6	1	1.1	0	0.9	1	-18
CNS(=O)(=O)c1ccc(OC)c(-c2nnc3c4ccccc4c(C)nn23)c1
  0.9	0.73	1	-3	22	1	0	1	1	-7
Cc1ccc(/C=N/NC(=O)c2ccco2)s1
  1	2.1	0.8	0	45	1	32	1	0.7	6
Cc1ccc(Cl)cc1NC(=O)Cn1cc2c(n1)CCCC2
  1	1.1	1	-6	5	1.1	-7	0.9	1.1	-16

(listing goes on)
Every second line gives: PMI act	NF-kB expr up	PMI act satM6P	TNAP inh hi DEA	APP 5'UTR act	TNAP act hiacc	FLuc inhib CS	bIAP activator	FLuc stim CS	TNAP inh noacc
COc1cccc(C(Nc2ccccn2)c2oc(CO)cc(=O)c2O)c1 (configuration not stated)
  1.2	0.91	0.7	1	15	1	-5	1.4	1.1	-6
O=C(COC(=O)C1(c2ccccc2F)CCCC1)N1CCc2ccccc21
  1	1.2	1	-3	-4	1	-20	0.9	1.2	4
Cc1nc2ccc(C(=O)N/N=C/c3cc([N+](=O)[O-])ccc3O)cc2[nH]1
  1.1	1	1.1	11	-1	0.9	8	1.2	0.9	28
CCC(CC)C(=O)NCc1cccnc1
  1	1.3	1	-4	2	1	-5	1	1.1	-14
O=C(C1=C[C@H](C2CC2)C[C@H](OCCCCO)O1)N1CCOCC1
  0.9	1.2	1	-7	7	1.1	-3	1.1	1	-9
Cc1cc(C)cc(OC(=O)N2CCOCC2)c1
  0.9	1.4	1	-2	3	1	-6	0.9	1.1	-13
O=c1ccc2ccc(OCc3nnc(-c4ccccc4Br)o3)cc2o1
  1	1.1	1.1	-5	-4	1.1	-7	0.9	1.1	-10
CCn1c(=S)ccc2ccc(OC)cc21
  1.6	1.2	2*	-5	11	1.1	-7	0.7	1.1	-15
O=C(CSc1nnc(-c2ccncc2)o1)c1ccc2c(c1)OCCO2
  1	1.2	1	0	-2	1	1	1.1	1	-4
CCn1c(SCC(=O)Nc2ccc(N3CCOCC3)c(Cl)c2)nnc1-c1ccc(N)cc1
  1	1.1	1	-3	-9	1	19	1	0.8	-4
Cc1cc(Oc2ccccc2)nc(SCC(=O)Nc2ccc(Cl)cc2Cl)n1
  0.9	0.98	1	-3	6	1	-8	0.9	1.1	-10
CCCCn1nnnc1NCc1cccnc1
  0.9	1.1	1	0	22	1	0	1	1	-10
Cc1cc(NC(=O)c2ccccc2)sc1C
  1	5.3*	1	-2	154*	1	64*	0.9	0.4	-13
Cc1cccc(N2CCN(C(=O)CCN3C(=S)NC(C)(C)CC3C)CC2)c1C (configuration not stated)
  1	0.98	1	-6	17	1.1	-9	0.7	1.1	8
CS(=O)(=O)N1CCC(C(=O)Nc2ccc(Cl)c(Cl)c2)CC1
  1	1.1	1	-7	12	1.1	-1	1.2	1	-11

Later entries:
Every second line gives: PMI act	NF-kB expr up	PMI act satM6P	TNAP inh hi DEA	APP 5'UTR act	TNAP act hiacc	FLuc inhib CS	bIAP activator	FLuc stim CS	TNAP inh noacc
COc1cc2c(cc1OC)C(C)N(C(=O)CCN1C(=O)C3C4C=CC(C4)C3C1=O)CC2 (configuration not stated)
  1	0.77	1	-5	-13	1	-4	1.1	1	-12
Cc1ccc(OCCCCn2cnc3ccccc32)cc1
  1.1	1.3	1.1	-4	9	1	3	1	1	-6
Cc1ccnc(NC(=O)c2cccc(NC(=O)COc3ccccc3)c2)c1
  1	1.3	1	-5	5	1	12	1	0.9	-13
C#CCOCCOCCOCCNc1nc(N2CCN(C(=O)C(Cc3cc4ccccc4[nH]3)n3cc(C(N)Cc4ccc(O)cc4)nn3)CC2)nc(N2CCN(C(=O)C(Cc3cc4ccccc4[nH]3)n3cc(C(N)Cc4ccc(O)cc4)nn3)CC2)n1 (configuration not stated)
  1.2	1	1.3	-9	-8	1.1	-12	1.8	1.1	-66
Clc1ccccc1-c1nc2ccccc2c2nncn12
  0.9	0.92	0.9	1	-21	1	-4	1	1	-7
CCOC(=O)c1c(NC(=O)c2nn(CC)cc2Br)sc(C)c1C
  0.9	0.91	1	0	5	1	-5	0.9	1	0
C[C@@H]1C[C@H](O)c2cc(Cl)ccc2N1
  0.9	1.1	1	-4	11	1	-4	1	1	-16
COc1ccccc1NC(=O)CSc1nc2n[nH]c(C)c2c(=N)n1-c1ccccc1Cl
  0.9	0.54	0.8	2	-1	1	-6	0.9	1.1	-15
NS(=O)(=O)c1cccc(NC(=S)NCc2ccc3c(c2)OCO3)c1
  1	1.5	1	3	-7	1	-1	1	1	-1
COc1cccc(C(=O)/C=C/Nc2ccc(S(=O)(=O)Nc3cccc(C(C)=O)c3)cc2)c1
  0.9	0.57	1	-2	-2	1	-6	1	1.1	-3
COc1cc(/C=c2\s/c(=C\C(=O)C(C)(C)C)[nH]c2=O)cc(OC)c1OC
  0.9	0.49	0.9	7	13	0.9	1	1	1	-3
CC1(C)CC(=O)C2=C(C1)NC(Nc1nc3ccccc3o1)=NC21CCCC1
  0.9	1.4	0.9	0	4	1	-4	1.1	1	-3
CCO[C@@H]1OC(C(=O)N2CCCCCCC2)=C[C@H](C2CCCCC2)[C@H]1CCCO
  0.8	1.1	0.9	-4	16	1	-5	1.1	1.1	-1
Cc1nnc(SCc2ccc(Cl)cc2Cl)[nH]c1=O
  0.9	0.96	0.9	4	3	1	20	0.9	0.8	-7
Cc1cc(NC(=O)c2cccc([N+](=O)[O-])c2)n(-c2ccccc2)n1
  1.1	1.1	1.1	-7	12	1.1	-9	0.7	1.1	-11

Next compounds.
Every second line gives: PMI act	NF-kB expr up	PMI act satM6P	TNAP inh hi DEA	APP 5'UTR act	TNAP act hiacc	FLuc inhib CS	bIAP activator	FLuc stim CS	TNAP inh noacc
COCCSc1nnc(-c2cccc(C#N)c2)n1C
  1	0.86	1.1	-5	-8	1	-4	0.9	1	-14
Cc1ccc([N+](=O)[O-])cc1S(=O)(=O)n1ccnc1C
  x	0.94	x	1	-14	1	-6	0.9	1.1	-5
CCCCc1c(C)nc2ccc(C(=O)OCC)cc2c1Cl
  0.9	1.3	0.9	2	11	1	-5	0.9	1.1	-1
CC(NC(=O)c1noc2c1CCCCC2)c1ccccc1 (configuration not stated)
  1	1.4	1	-2	-1	1	1	0.9	1	-4
CCn1c(=O)c(C(=O)CN(C)Cc2cccc(OC)c2OC)c(N)n(Cc2ccccc2)c1=O
  1	1.1	1.1	-8	8	1.1	-4	1.2	1	1
S=C(Nc1ccc(Br)cc1Cl)NC1CCN(Cc2ccccc2)CC1
  1	0.99	1	-5	16	1.1	-3	1.2	1	-10
Oc1ccccc1N1CCN(CC(O)COCc2ccccc2Cl)CC1 (configuration not stated)
  1	1.2	0.9	-5	-7	1	-6	1.1	1.1	-10

Structures shown so far with an NH in an aromatic ring (9):
Every second line gives: PMI act	NF-kB expr up	PMI act satM6P	TNAP inh hi DEA	APP 5'UTR act	TNAP act hiacc	FLuc inhib CS	bIAP activator	FLuc stim CS	TNAP inh noacc
Cc1ccc(-n2c(=O)[nH]c3c(C(N)=O)nc(-c4ccc(C)o4)nc32)cc1
  1.1	0.9	1.1	-5	-19	1	-3	1.2	1	-173
CCOc1cc2[nH]c(=S)n(CCC(=O)NCc3ccc(OC)cc3)c(=O)c2cc1OCC
  0.9	1.1	0.9	-5	-12	1	-6	1	1.1	-17
Nc1cc(=O)[nH]c(=O)n1Cc1ccco1
  1	1.2	1	-4	-6	1	-2	0.8	1	-9
Cc1cc(=O)n2[nH]c(-c3ccc(Cl)cc3)cc2n1
  0.8	2.7	0.8	-6	24	1.1	32	1.1	0.7	13
Cc1nc2ccc(C(=O)N/N=C/c3cc([N+](=O)[O-])ccc3O)cc2[nH]1
  1.1	1	1.1	11	-1	0.9	8	1.2	0.9	28
C#CCOCCOCCOCCNc1nc(N2CCN(C(=O)C(Cc3cc4ccccc4[nH]3)n3cc(C(N)Cc4ccc(O)cc4)nn3)CC2)nc(N2CCN(C(=O)C(Cc3cc4ccccc4[nH]3)n3cc(C(N)Cc4ccc(O)cc4)nn3)CC2)n1 (configuration not stated)
  1.2	1	1.3	-9	-8	1.1	-12	1.8	1.1	-66
COc1ccccc1NC(=O)CSc1nc2n[nH]c(C)c2c(=N)n1-c1ccccc1Cl
  0.9	0.54	0.8	2	-1	1	-6	0.9	1.1	-15
COc1cc(/C=c2\s/c(=C\C(=O)C(C)(C)C)[nH]c2=O)cc(OC)c1OC
  0.9	0.49	0.9	7	13	0.9	1	1	1	-3
Cc1nnc(SCc2ccc(Cl)cc2Cl)[nH]c1=O
  0.9	0.96	0.9	4	3	1	20	0.9	0.8	-7
